Source: PubChem BioAssay
Cneo AK release: Cryptococcus neoformans lysis via adenylate kinase release; lysis activity, % at 15 µM; C. neoformans lysis, adenylate kinase release luminescence, 4 h; normalised: neutral wells 0, clomiphene wells 100; 360,000 tested, 0.2% active;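 active = mean lysis activity across replicates of at least 80%, whatever share of replicates individually reach that level; inactive = mean lysis activity below 80%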
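Assay system: log-phase C. neoformans yeast / Quantity: yeast cell density of 5 × 10^6 cells/mL / Medium: fresh YPD growth medium / Compound: single dose / Timing: static 4 h at 37 °C with compound, 1 h detection / Measured by: adenylate kinase release luminescence / Read-out: lysis from increased AK signal / Benchmarks: Clomiphene as positive lysis control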
PglD DTNB: inhibitors of Campylobacter jejuni PglD acetyltransferase; purified PglD enzyme, DTNB colorimetric CoA detection; inhibition, % at 12.5 µM; 360,000 tested, 0.098% active; in the data active = inhibition above about 16%, passing the limit was not always enough; note: strong numbers were not always called active
ARNT TACC3 PPI: disrupts binding between human ARNT and TACC3; 390,000 tested, 0.66% active; inhibition, % at 9.99 µM; AID 623870; Q9Y6A5; AlphaScreen His-ARNT PAS-B/GST-TACC3 binding, luminescence; TACC3 fragment carries E629A point mutation;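 active = mean inhibition of replicates at least 50% and at least half of replicates each reaching 50%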;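 note: 0% = complete ARNT plus TACC3 wells and 100% = ARNT alone without TACC3; many hits fall short of the cut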
PAX8 inh HTS: PAX8 transcriptional activity inhibition; AID 652154; 360,000 tested, 1.2% active; RMG-I TPO-luciferase reporter, SteadyGlo, 24 h; inhibition, % at 12.6 µM;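 active = mean replicate inhibition at least 60% with every replicate also reaching 60%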;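 note: luciferase light reporting Pax8 driven TPO promoter activity; plate controls were median of neutral control wells for no effect and mitoxantrone controls for full effect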
Statin myotox sup: suppression of simvastatin myotoxicity. C2C12 myotubes + simvastatin, ATP luminescence, 48 h; scaled: DMSO 0, geranylgeraniol control 100. rescue of ATP level, % at 7.49 µM. 330,000 tested, 0.78% active. AID 602340;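 active = mean ATP rescue above about 67%, or every replicate alone reaching that limit, limit read from the data, passing the limit was not always enough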;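 note: myotubes were challenged with 10 µM simvastatin during compound exposure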
INS-1E GSIS act: primary screen for activators of insulin secretion dependent on glucose, INS-1E cells, GLuc reporter luminescence | 370,000 tested, 0.61% active | activation, % at 16.6 µM | INS-1E GLuc reporter insulin secretion, 2-3 h;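 active = lowest replicate activation of at least 40%, so every replicate reaches that level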;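 note: 0% = median of neutral control wells and 100% = median of IBMX positive control wells; some compounds called inactive have numbers as strong as hits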
PGC1a acetyl inh: PGC1a acetylation modulation, inhibitor mode; inhibition, % at 15.6 µM; U2OS PGC1a acetylation, AlphaScreen anti-acetyl-lysine; with virally co-expressed GCN5 acetyltransferase; 350,000 tested, 0.17% active;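 active = every replicate shows inhibition of at least 40%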;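 note: 0% = neutral control wells and 100% = positive control wells; some results beyond the cut were filed as inactive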
LGR2 antag: inhibitors of bursicon-induced Drosophila LGR2 receptor cAMP signaling. HEK293 LGR2, CRE-luciferase, bursicon-stimulated, 4 h. inhibition, % at 9.99 µM. 380,000 tested, 0.35% active;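 active = drop in luminescence signal, shown as inhibition above about 50% in the replicate tests, limit read from the data, passing the limit was not always enough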;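 note: agonist challenge used bursicon conditioned medium at about half maximal strength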
Starred values were filed as active, the others as inactive; x = no result given. Random draw from the library, and some 2.9% of all compounds hit somewhere here.

SMILES	Cneo AK release	PglD DTNB	ARNT TACC3 PPI	PAX8 inh HTS	Statin myotox sup	INS-1E GSIS act	PGC1a acetyl inh	LGR2 antag
COc1ccccc1OCCNC(=O)CCNS(=O)(=O)c1ccc(C)cc1	-0.9	0.5	-8.7	6.7	3.7	14.5	-4.5	7.8
O=C(Nc1cccc(S(=O)(=O)NC2=NCCC2)c1)c1cc(-c2ccccn2)nc2ccccc12	-0.1	-2.7	-5.3	-17.1	-41.2	5.2	-6.7	1.8
COc1ccc(Nc2nc(-c3cc4cccc(OC)c4oc3=O)cs2)cc1	x	x	4.3	-11.4	x	-12.7	x	5.4
O=C(Nc1ccc(F)cc1)N1CC(=O)N2[C@H](C1)[C@@H](c1ccc(C#Cc3ccc(F)cc3)cc1)[C@@H]2CO	x	x	x	24.5	x	-4.1	0.3	36.4
CCCN1C(=O)C(O)(CC(=O)c2cccc(OC)c2)c2ccccc21 (stereo unspecified)	-0.4	-3.4	1.3	x	x	-28.4	15.4	-6.8
CCS(=O)(=O)N1[C@H](CO)[C@@H](c2ccccc2)C12CN(C(=O)C1CCCCC1)C2	x	x	x	-3.2	x	18.5	-0.7	-5.5
CC(=O)c1cccc(NC(=O)Cc2cccs2)c1	0.1	0.8	-3.5	x	6.8	10.7	8.4	-5.5
COc1ccc(NC(=O)C(C)NS(=O)(=O)c2ccccc2)cc1Cl (stereo unspecified)	2.1	2.0	1.5	x	23.7	x	15.6	x
O=C(C[C@@H]1C[C@H]2c3cc(NC(=O)Nc4ccccc4)ccc3O[C@H]2[C@H](CO)O1)NCc1cccnc1	0.7	-4.6	7.0	7.7	9.2	-10.4	-4.0	7.6
COc1ccc(NC(C)=O)cc1NC(C)C(=O)Nc1ccc(F)c(F)c1F (stereo unspecified)	x	x	-2.8	x	6.3	32.3	8.7	5.0
CNC(=O)c1cnn(-c2nc(-c3ccc(OC)cc3)cs2)c1C(F)(F)F	-0.3	1.6	-0.7	-4.9	-52.5	-11.3	-3.6	-4.5
CC(C)CC(=O)N1CCN(C(=O)c2ccco2)CC1	x	x	-4.4	6.3	x	4.6	10.8	12.4

Four neighbouring entries out of the list so far, quoted:
SMILES	Cneo AK release	PglD DTNB	ARNT TACC3 PPI	PAX8 inh HTS	Statin myotox sup	INS-1E GSIS act	PGC1a acetyl inh	LGR2 antag
O=C(C[C@@H]1C[C@H]2c3cc(NC(=O)Nc4ccccc4)ccc3O[C@H]2[C@H](CO)O1)NCc1cccnc1	0.7	-4.6	7.0	7.7	9.2	-10.4	-4.0	7.6
COc1ccc(NC(C)=O)cc1NC(C)C(=O)Nc1ccc(F)c(F)c1F (stereo unspecified)	x	x	-2.8	x	6.3	32.3	8.7	5.0
CNC(=O)c1cnn(-c2nc(-c3ccc(OC)cc3)cs2)c1C(F)(F)F	-0.3	1.6	-0.7	-4.9	-52.5	-11.3	-3.6	-4.5
CC(C)CC(=O)N1CCN(C(=O)c2ccco2)CC1	x	x	-4.4	6.3	x	4.6	10.8	12.4

(list continues)
SMILES	Cneo AK release	PglD DTNB	ARNT TACC3 PPI	PAX8 inh HTS	Statin myotox sup	INS-1E GSIS act	PGC1a acetyl inh	LGR2 antag
CCOc1ccccc1N(CC(=O)N1CCC(C(N)=O)CC1)S(=O)(=O)c1ccc(SC)cc1	0.7	4.7	-1.8	9.8	0.3	15.6	0.8	-3.6
COc1ccccc1CCNC(=O)C(=O)Nc1cc2c3c(c1)C(C)C(=O)N3CCC2 (stereo unspecified)	x	x	-2.1	15.2	9.7	22.9	-2.2	-9.3
O=C(CN1C2=NCCN2c2ccccc21)c1ccc(Br)cc1	-22.9	4.1	1.0	x	-2.2	x	6.6	x
CON(C)c1nc(OCC#N)nc(N(C)C)n1	x	x	-9.1	1.4	x	11.8	x	-1.3
Cc1cccc(NC(=O)CSc2nnc(CNC(=O)c3ccco3)o2)c1	-0.6	5.4	-4.2	7.4	1.7	-4.8	-0.2	6.8
Cc1ccc(S(=O)(=O)N2CCN(C(=O)c3cc4c(s3)CCC(C)C4)CC2)cc1 (stereo unspecified)	-0.9	-1.4	1.7	-6.0	37.3	-1.3	-1.7	7.7
Cc1ccn(CC(=O)N2CCCC(C(=O)c3cccc4ccccc34)C2)n1 (stereo unspecified)	0.2	8.8	-1.0	9.5	7.0	2.0	x	-5.4
CN(CC(=O)NC(c1ccccc1)c1ccccc1)Cc1nc2ccccc2c(=O)[nH]1	-1.8	5.0	-0.7	x	-13.2	x	-12.8	x
CC(C)C#Cc1ccc([C@@H]2[C@@H](C#N)N(C(=O)c3cccc(F)c3)[C@H]2CO)cc1	-3.1	-3.1	-5.0	6.3	20.2	5.0	4.4	-10.2
Oc1c(Br)cc(C=Nc2ccc3nc(-c4ccccc4)[nH]c3c2)c(O)c1Br	x	x	-0.1	-26.4	x	-2.4	x	-29.7
O=C1OC(N2C(=O)CC[C@H]2C(=O)Nc2ccc(Br)cc2F)c2ccccc21 (stereo partly specified)	1.8	-2.3	-9.3	x	10.9	6.5	-2.9	9.1
O=C(C[C@@H]1C[C@H]2c3cc(NC(=O)CC4CC4)ccc3O[C@H]2[C@@H](CO)O1)NCc1ccc2c(c1)OCO2	6.5	1.5	x	-11.6	-1.9	0.4	-9.4	12.6
CCOC(=O)C1C(=O)CC(C)(O)C(C(=O)OCC)C1c1ccccc1OC (stereo unspecified)	-2.8	-0.4	4.5	x	25.3	13.8	3.5	-30.9
CCn1c(=S)sc2c(=O)n(CC(=O)Nc3cccc(OC)c3)c(C)nc21	3.6	-0.7	0.3	-3.9	1.6	4.6	-5.5	-1.9
CC(C)c1ccc(/C=C2\C(=N)N3N=C(CC(=O)N4CCCCC4)SC3=NC2=O)cc1	0.8	-5.8	-5.6	-17.8	30.9	13.0	x	3.2
CCc1cc2c(=O)oc(-c3ccccc3F)nc2s1	-3.2	8.6	-0.4	11.4	-2.7	3.4	6.0	21.1
COc1ccc(C2c3[nH]c4ccccc4c3CCN2C(=O)c2cn3ccccc3n2)c(F)c1 (stereo unspecified)	2.4	-8.6	-5.4	3.5	16.5	-11.8	-9.0	-3.9
COc1ccc(C2=Nc3ccccc3NC(=O)C2N(C(=O)c2ccnc3ccccc23)c2ccccc2)cc1 (stereo unspecified)	1.4	4.0	x	41.0	-1.3	-9.0	-5.0	-7.2
C[C@H](CO)N1C[C@H](C)[C@@H](CN(C)C(=O)Nc2ccc3c(c2)OCO3)Oc2ccc(NC(=O)Nc3cccc4ccccc34)cc2CC1=O	0.0	7.9	-3.0	16.8	-0.1	-1.9	-7.2	-7.8
CC(C)NC(=O)N(C)C[C@@H]1Oc2ncc(-c3cccc(C#N)c3)cc2C(=O)N([C@@H](C)CO)C[C@H]1C	0.9	-0.1	1.8	x	-12.2	14.3	9.1	-6.8
COc1ccc(Br)cc1CN(C)C(=O)c1ccncc1	1.4	-7.3	-2.1	9.2	12.3	19.9	x	1.6
COc1ccccc1CCC(=O)NNC(=O)c1ccccc1	-0.4	x	-6.0	-2.6	1.4	4.8	-14.3	-8.9
CSc1ccccc1NC(=O)c1cccs1	2.4	3.9	-2.2	x	x	x	0.9	x
Cc1ccc(S(=O)(=O)N(C)C[C@H]2Oc3ccc(NS(=O)(=O)c4c(C)noc4C)cc3C(=O)N([C@@H](C)CO)C[C@H]2C)cc1	-2.1	2.5	0.7	-14.9	-21.6	-8.4	1.8	17.6
CN1CCN(S(=O)(=O)c2csc(C(N)=O)c2)CC1	-0.1	1.6	-3.5	-8.5	-0.5	-10.9	1.4	-5.3
O=C(Nc1ccc2c(c1)[C@@H]1C[C@@H](CC(=O)N3CCc4ccccc4C3)O[C@H](CO)[C@@H]1O2)C1CCC1	1.2	-1.3	-5.0	3.2	-2.2	-1.0	-6.8	9.3
COc1cccc(N2CCN(CC(=O)Nc3ccccc3C(=O)NCCc3ccccc3)CC2)c1	-1.9	6.3	7.7	-56.8	-107.5	x	x	x
COc1ccc(-c2csc(NC(=O)C3COc4ccccc4O3)n2)cc1OC (stereo unspecified)	0.5	-5.8	4.3	-118.4	-3.9	x	-14.8	x
C[C@H]1CCCCO[C@@H](CN(C)Cc2ccncc2)[C@@H](C)CN([C@@H](C)CO)C(=O)c2cc(NC(=O)NC3CCCCC3)ccc2O1	0.5	3.1	24.2	16.1	10.3	4.7	6.7	7.9
O=C(Nc1ccc(S(=O)(=O)N2C[C@@H]3C[C@@H](C2)c2cccc(=O)n2C3)cc1)c1ccc(F)cc1	3.4	-2.1	x	x	-0.5	2.5	-6.5	1.3
CC1CC1C(=O)OCC(=O)NNC(=O)COc1ccc(Br)cc1 (stereo unspecified)	x	x	-2.8	-7.0	x	-7.5	x	-2.4
Cc1ccc(C(C(=O)NCc2ccccc2)N(C(=O)c2csnn2)c2cccc3ccccc23)o1 (stereo unspecified)	13.5	-3.3	-2.1	19.9	10.4	x	-6.6	x
Cc1c(C(=O)NCCSCc2ccco2)cccc1[N+](=O)[O-]	1.9	5.8	2.8	7.6	-0.6	15.9	4.3	-13.0
C/C(=N\OCC(=O)Nc1c(C)cc(C)cc1C)c1ccc2c(c1)OCCO2	-1.1	0.1	-2.8	-16.4	7.0	-56.6	x	x
O=C(C1CCN(S(=O)(=O)c2ccccc2)CC1)N1CCCCCC1	-1.0	2.9	-11.1	25.0	1.2	0.8	-1.0	-19.0
COc1ccc(C(C)=O)cc1CSc1nc2ccccc2c(=O)n1-c1ccccc1	-0.3	3.9	-1.5	-13.0	-4.3	34.4	-7.3	-14.2
CCOc1ccc(NC(=O)CN(C)C(=O)c2sccc2-c2ccccc2)cc1OCC	1.0	0.2	17.1	3.6	3.2	-13.0	x	-10.5
COc1ccccc1C(C)NCC(=O)NC(=O)NCc1ccco1 (stereo unspecified)	0.1	-3.6	x	8.0	-4.0	4.7	9.4	16.4
C[C@@H]1CN([C@@H](C)CO)C(=O)c2cc(NC(=O)CCC(F)(F)F)ccc2O[C@H]1CN(C)C	-1.8	2.8	-3.0	1.6	23.3	-3.7	8.9	-7.2
COC(=O)c1ccc(NC(=O)CSCc2ccccc2C)cc1	-1.4	-2.0	-2.7	x	0.3	-22.9	-9.2	4.2
CS(=O)(=O)N1CCN(C(=O)c2ccc(F)cc2)CC1	-0.8	3.4	-2.4	x	-1.3	1.3	-0.4	6.4
C[C@H](NC(=O)c1nc[nH]c1C(=O)NCC(=O)OC(C)(C)C)C(=O)OC(C)(C)C	10.3	1.5	34.7	5.7	14.7	-9.4	x	-4.5
COc1ccc(NC(=O)N(C)C[C@@H]2Oc3ccc(NC(=O)Cn4cnnn4)cc3CC(=O)N([C@@H](C)CO)C[C@H]2C)cc1	-1.2	-2.2	-16.2	-16.0	-8.5	10.3	-0.8	1.0
O=C(NCCC1CCCCN1S(=O)(=O)c1cccs1)C(=O)Nc1cccc(F)c1 (stereo unspecified)	-0.9	1.2	6.6	-9.1	1.4	-47.7	1.9	-6.7
Cn1cnnc1SCc1ccc(-c2ccc(Br)cc2)o1	-6.6	2.5	-4.3	x	1.9	-20.0	-6.7	2.4
COc1ccc2c(c1)[C@H]1[C@H](CO2)[C@H](c2ccccc2)[C@]2(C)C(=O)Nc3ccc(C)cc3C(=O)N12	-9.8	0.1	-3.3	-6.3	-11.4	x	x	x
Cc1cccc(NC(=O)c2cc(-c3cc(C)ccc3O)n[nH]2)c1	1.6	-0.7	-4.6	-175.3	-19.2	22.3	x	-61.0
